Screening results deposited in PubChem BioAssay by several laboratories.
CSN inh: CSN deneddylation inhibition. 360,000 tested, 0.38% active. Q92905. Purified CSN, SCF-Nedd8-OG deneddylation, fluorescence polarization. inhibition, % at 12.5 µM;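 active = pattern-corrected inhibition above about 35%, with an unprinted fluorescence ratio check between 0.5 and 1.5, limit read from the data, passing the limit was not always enough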;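 note: 0% = enzyme with substrate and 100% = substrate without enzyme; some results filed as inactive read as strong as hits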
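test system = HEK293T-derived human Csn5 enzyme | amount = 0.24 nM Csn5 enzyme, final concentration | medium = Tris/NaCl/DTT buffer, pH 7.5 | schedule = 90 min reaction at room temperature | signal = FP | evaluation = inhibition of Csn5 cleavage, % | compound dosing = single dose of 12.5 µM compound with 0.25% DMSO | probe or stimulus = 10 nM SCFSkp2-Nedd8OG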
NadD inh: blocks S. aureus nicotinate mononucleotide adenylyltransferase. purified NadD enzyme, colorimetric absorbance read-out. inhibition, % at 20 µM. 360,000 tested, 0.78% active; in the data active = inhibition above about 26%; note: some compounds past the cut are filed as inactive
DNMT1 inh: DNMT1 (human) enzyme inhibition; P26358; DNMT1 molecular beacon, Hinp1I cleavage, fluorescence; inhibition (reported as % activation of signal), % at 10 µM; 360,000 tested, 0.83% active; AID 588458; in the data active = inhibition above about 50%
Scp1 inh: blocks human Scp-1 phosphatase activity | Recombinant Scp1, phosphopeptide, malachite green phosphate absorbance | inhibition, % at 20 µM | 340,000 tested, 0.88% active;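 active = inhibition above about 50% at 20 µM, limit read from the data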;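 note: plate controls were DMSO wells with enzyme for no effect and wells lacking enzyme for full effect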
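Material – SCP-1 phosphatase catalytic domain, residues 76-261 · Buffer or medium – Acidic Tris acetate buffer with magnesium and detergent · Also added – Phospho 17-mer peptide substrate · Compound – single 20 µM dose, 1% DMSO · Times – 45 min room-temperature reaction, 5 min colour, 30 min stabiliser · Technique – Phosphate-binding colour reagent, absorbance read at 630 nm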
Neddylation inh: cullin neddylation inhibition. 360,000 tested, 0.58% active. AID 651699. TR-FRET cullin neddylation, biochemical. P61081+Q13564. calls only at 25 µM; in the data active = inhibition above about 36%
Rin1-Abl PPI inh: human Rin1-Abl interaction inhibition; P00519+Q13671; TR-FRET Rin1/Abl binding, biochemical; inhibition, % at 7.35 µM; 360,000 tested, 0.4% active; AID 588664; in the data active = inhibition above about 5%, passing the limit was not always enough
STEP block: blocks human striatal-enriched tyrosine phosphatase. P54829. recombinant STEP, OMFP fluorogenic substrate, fluorescence. inhibition, % at 20 µM. 360,000 tested, 0.25% active;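 active = inhibition at 20 µM, scaled per plate between control wells, above about 37%, limit read from the data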;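 note: 0% = DMSO with enzyme and substrate and 100% = substrate only without enzyme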
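Material: STEP (striatal-enriched tyrosine phosphatase) enzyme, cell-free; Compound dosing: 20 µM single dose in 1% DMSO; Technique: fluorescence read at 480 nm ex / 540 nm em; Times: reaction 20 min, ambient temperature; Medium: 50 mM Bis-Tris pH 6.0 with 2.5 mM DTT and 0.005% Tween 20; Also added: OMFP at 25 µM.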
LMPTP block: blocks human LMPTP phosphatase; inhibition, % at 20 µM; recombinant LMPTP-A, OMFP fluorogenic substrate, fluorescence intensity; 360,000 tested, 0.22% active;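 active = compounds that cut the enzyme signal by at least half of the control window in the single-dose screen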;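 note: plate controls were DMSO wells with enzyme plus substrate for no effect and substrate without enzyme for full effect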
Target sequence (P24666 whole entry, looked up): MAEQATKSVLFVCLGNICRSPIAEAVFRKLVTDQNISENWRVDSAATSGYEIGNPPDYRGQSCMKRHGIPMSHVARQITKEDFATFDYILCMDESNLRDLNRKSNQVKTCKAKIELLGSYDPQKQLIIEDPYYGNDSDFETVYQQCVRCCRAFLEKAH
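Test system: LMPTP-A phosphatase enzyme; input: 0.625 nM LMPTP-A final; reagent: OMFP substrate, 400 µM final; compound dosing: 20 µM single dose, 3% DMSO; incubation: 50 min dark incubation at room temperature; measured by: endpoint fluorescence intensity from OMFP dephosphorylation; measure: % inhibition relative to no-enzyme and uninhibited control wells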
SUMO1-SIM PPI: modulators of human SUMO1-mediated protein-protein interactions; inhibition, % at 20 µM; 360,000 tested, 0.33% active; SUMO1 binding to a labelled peptide, TR-FRET, 1 h; in the data active = inhibition above about 37%
Target sequence (P63165 whole entry, looked up): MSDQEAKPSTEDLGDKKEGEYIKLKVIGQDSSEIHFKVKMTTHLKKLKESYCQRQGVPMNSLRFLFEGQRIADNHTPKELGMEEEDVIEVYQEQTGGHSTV
Rpn11 block: inhibitors of human proteasome Rpn11 | calls only at 20 µM | O00487 | 360,000 tested, 0.59% active | human 26S proteasome, Ub4-pepOG fluorescence polarization; 20S core pre-blocked with epoxomicin | AID 588493;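 active = inhibition at 20 µM, scaled to each plate's controls, above about 33%, limit read from the data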
Target sequence (O00487 whole entry, looked up): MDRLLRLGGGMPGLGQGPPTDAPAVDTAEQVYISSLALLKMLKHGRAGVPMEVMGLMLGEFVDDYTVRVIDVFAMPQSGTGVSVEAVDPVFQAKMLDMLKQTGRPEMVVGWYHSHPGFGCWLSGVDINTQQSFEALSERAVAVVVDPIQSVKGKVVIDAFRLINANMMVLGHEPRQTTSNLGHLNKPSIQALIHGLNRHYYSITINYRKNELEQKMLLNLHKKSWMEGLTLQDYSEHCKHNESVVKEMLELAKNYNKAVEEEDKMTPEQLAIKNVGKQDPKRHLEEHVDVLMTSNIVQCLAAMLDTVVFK
* = called active by the depositor; i = inactive; nt = not tested or not shown; + = active, no number. Hits appear at their usual frequency; about 3.8% have a hit in one of these screens.

SMILES	CSN inh	NadD inh	DNMT1 inh	Scp1 inh	Neddylation inh	Rin1-Abl PPI inh	STEP block	LMPTP block	SUMO1-SIM PPI	Rpn11 block
CC(=O)c1c(C)[nH]c(C(=O)Nc2cc(C)cc(C)c2)c1C	-1	-9	-7	-6	i	-4	4	-2.2	-2	i
COc1ccccc1NC(=S)N1C2CCC1CC(NC(=O)NC13CC4CC(CC(C4)C1)C3)C2 (stereo not drawn)	0	7	0	9	i	3	3	-0.9	-1	i
CCn1nnnc1NC(=O)c1cc(OC)c(OC)c(OC)c1	-4	-4	0	-5	i	1	-3	-0.6	0	i
Cc1nc(S/C(=C\c2ccc(-c3ccc(C(=O)O)c(Cl)c3)o2)C(=O)O)n[nH]1	73*	-5	91*	83*	i	-1	26	9.9	57*	+
Cc1cc(C)cc(N(CC(=O)NCCSc2ccccn2)S(=O)(=O)c2ccccc2)c1	2	-4	-1	3	i	0	-8	0.5	-2	i
C[C@@H]1CN([C@@H](C)CO)C(=O)CCCn2cc(nn2)CO[C@H]1CN(C)S(=O)(=O)c1ccc2c(c1)OCCCO2	2	-3	2	nt	i	0	0	-0.6	5	i
COc1ccccc1CN(C)C(=O)COC(=O)c1cc(C)oc1C	-5	2	2	-6	i	1	-1	-0.6	-3	i
c1ccc(-c2ccc(-c3nc(-c4cccnc4)no3)cc2)cc1	0	6	-5	8	i	0	0	0.3	-2	i
Cc1cc(F)cc(-c2cc(C(=O)NCc3ccccc3)[nH]n2)c1	3	3	-1	nt	i	2	-3	1.6	2	i
CCn1c(C(=O)N2CCC(C(=O)NCc3ccc(OC)cc3)CC2)cc2sccc21	1	-7	-3	-9	i	-4	2	0.9	8	i
O=C(c1cc(-c2ccncc2)nc2ccc(Cl)cc12)N1CCN(C(=O)C2CCCO2)CC1 (stereo not drawn)	0	5	-6	0	i	0	0	-0.1	-9	i
CCOc1cc(S(=O)(=O)N2CCC(C(N)=O)CC2)ccc1F	2	-2	1	-4	i	-2	1	-1.4	3	i
CC1C(=O)N(Cc2cn(CC3CCCCC3)nn2)CCS(=O)(=O)N1Cc1ccc(-c2ccc(Cl)cc2)cc1 (stereo not drawn)	1	5	-19	nt	i	-3	-1	3.8	-20	i
COc1ccc(C(C(=O)NCC2CCCO2)N(C(=O)CNC(=O)c2ccco2)c2cc(C)ccc2C)cc1OC (stereo not drawn)	0	5	-1	-2	i	5	-3	-1.1	1	i
O=C1C=C(c2cccnc2)CCC1	-2	-3	1	-3	i	0	-2	-0.4	-8	i
O=C(NN1CCOCC1)NC12CC3CC(CC(C3)C1)C2	-2	-1	0	3	i	4	1	-0.9	0	i
CSCC[C@H](NC(=O)NCCc1ccc(F)cc1)C(=O)O	-5	-3	1	0	i	2	4	-2.0	-1	i
CC(C)(C)NC(=O)C(c1ccncc1)N(Cc1cccs1)C(=O)Cn1nnc(-c2ccc(F)cc2)n1 (stereo not drawn)	-1	2	-9	-7	i	-1	0	-0.7	-4	i
C=CCNc1ccc(F)c(F)c1N1CCCCCC1=O	0	-4	3	6	i	-1	-16	-2.3	22	i
COc1ccc(NC(=O)CN(C)C(=O)CCSc2ccc(F)cc2)cc1	3	-2	-1	-4	i	2	1	0.6	2	i
OC1(c2ccc(Br)cc2)CCN(Cc2cccc(Br)c2)CC1	-3	-3	0	-6	i	0	5	-1.3	-4	i

Reprinted at random: 2 entries already listed.
SMILES	CSN inh	NadD inh	DNMT1 inh	Scp1 inh	Neddylation inh	Rin1-Abl PPI inh	STEP block	LMPTP block	SUMO1-SIM PPI	Rpn11 block
CC(C)(C)NC(=O)C(c1ccncc1)N(Cc1cccs1)C(=O)Cn1nnc(-c2ccc(F)cc2)n1 (stereo not drawn)	-1	2	-9	-7	i	-1	0	-0.7	-4	i
Cc1nc(S/C(=C\c2ccc(-c3ccc(C(=O)O)c(Cl)c3)o2)C(=O)O)n[nH]1	73*	-5	91*	83*	i	-1	26	9.9	57*	+

Structural class, those above with an aryl methoxy group
SMILES	CSN inh	NadD inh	DNMT1 inh	Scp1 inh	Neddylation inh	Rin1-Abl PPI inh	STEP block	LMPTP block	SUMO1-SIM PPI	Rpn11 block
COc1ccccc1NC(=S)N1C2CCC1CC(NC(=O)NC13CC4CC(CC(C4)C1)C3)C2 (stereo not drawn)	0	7	0	9	i	3	3	-0.9	-1	i
CCn1nnnc1NC(=O)c1cc(OC)c(OC)c(OC)c1	-4	-4	0	-5	i	1	-3	-0.6	0	i
COc1ccccc1CN(C)C(=O)COC(=O)c1cc(C)oc1C	-5	2	2	-6	i	1	-1	-0.6	-3	i
CCn1c(C(=O)N2CCC(C(=O)NCc3ccc(OC)cc3)CC2)cc2sccc21	1	-7	-3	-9	i	-4	2	0.9	8	i
COc1ccc(C(C(=O)NCC2CCCO2)N(C(=O)CNC(=O)c2ccco2)c2cc(C)ccc2C)cc1OC (stereo not drawn)	0	5	-1	-2	i	5	-3	-1.1	1	i
COc1ccc(NC(=O)CN(C)C(=O)CCSc2ccc(F)cc2)cc1	3	-2	-1	-4	i	2	1	0.6	2	i
